Screens (PubChem BioAssay)
Giardia kill: Giardia lamblia killing; Giardia lamblia trophozoite viability; activity change, % at 7.66 µM, hits read low; 340,000 compounds, 0.15% hits; AID 540267; in the data active means activity change below about -80%; inconclusive means between about -30% and that limit;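 further: parasites exposed to compound for two days anaerobically before the ATP read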
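Killing of trophozoites was scored by loss of ATP luminescence after a 48 hrs anaerobic exposure to compounds at 37 deg C, using 100 cells per well.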
KCNH2 3.1 block: inhibitors of human KCNH2 3.1 potassium channel isoform. U2OS KCNH2 3.1, thallium flux FluxOr; active compounds read low. activity change, % (tested at about 1.8 µM). 340,000 compounds, 0.95% hits. AID 720553;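 active means maximum activity change below -70%; inconclusive means maximum activity change from -70% to -50%; inactive means maximum activity change above -50%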;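 further: thallium influx rate constant from kinetic fluorescence after stimulation buffer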
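Normalized rate constant (relative to positive and negative DMSO controls) derived from a 2 min kinetic fluorescence read after stimulation; U2OS cells expressing the 3.1 isoform via virus at 1.77 x 10^8 /mL.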
hERG WT inh: inhibitors of human wildtype KCNH2 potassium channel; U2OS, BacMam KCNH2, thallium flux FluxOr; active compounds read low; 340,000 compounds, 0.37% hits; AID 720551; activity change, % at 1.84 µM;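 active means maximum activity change below -70%; inconclusive means maximum activity change between -70% and -50%; inactive means maximum activity change above -50%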
Target sequence (Q12809 whole entry, looked up): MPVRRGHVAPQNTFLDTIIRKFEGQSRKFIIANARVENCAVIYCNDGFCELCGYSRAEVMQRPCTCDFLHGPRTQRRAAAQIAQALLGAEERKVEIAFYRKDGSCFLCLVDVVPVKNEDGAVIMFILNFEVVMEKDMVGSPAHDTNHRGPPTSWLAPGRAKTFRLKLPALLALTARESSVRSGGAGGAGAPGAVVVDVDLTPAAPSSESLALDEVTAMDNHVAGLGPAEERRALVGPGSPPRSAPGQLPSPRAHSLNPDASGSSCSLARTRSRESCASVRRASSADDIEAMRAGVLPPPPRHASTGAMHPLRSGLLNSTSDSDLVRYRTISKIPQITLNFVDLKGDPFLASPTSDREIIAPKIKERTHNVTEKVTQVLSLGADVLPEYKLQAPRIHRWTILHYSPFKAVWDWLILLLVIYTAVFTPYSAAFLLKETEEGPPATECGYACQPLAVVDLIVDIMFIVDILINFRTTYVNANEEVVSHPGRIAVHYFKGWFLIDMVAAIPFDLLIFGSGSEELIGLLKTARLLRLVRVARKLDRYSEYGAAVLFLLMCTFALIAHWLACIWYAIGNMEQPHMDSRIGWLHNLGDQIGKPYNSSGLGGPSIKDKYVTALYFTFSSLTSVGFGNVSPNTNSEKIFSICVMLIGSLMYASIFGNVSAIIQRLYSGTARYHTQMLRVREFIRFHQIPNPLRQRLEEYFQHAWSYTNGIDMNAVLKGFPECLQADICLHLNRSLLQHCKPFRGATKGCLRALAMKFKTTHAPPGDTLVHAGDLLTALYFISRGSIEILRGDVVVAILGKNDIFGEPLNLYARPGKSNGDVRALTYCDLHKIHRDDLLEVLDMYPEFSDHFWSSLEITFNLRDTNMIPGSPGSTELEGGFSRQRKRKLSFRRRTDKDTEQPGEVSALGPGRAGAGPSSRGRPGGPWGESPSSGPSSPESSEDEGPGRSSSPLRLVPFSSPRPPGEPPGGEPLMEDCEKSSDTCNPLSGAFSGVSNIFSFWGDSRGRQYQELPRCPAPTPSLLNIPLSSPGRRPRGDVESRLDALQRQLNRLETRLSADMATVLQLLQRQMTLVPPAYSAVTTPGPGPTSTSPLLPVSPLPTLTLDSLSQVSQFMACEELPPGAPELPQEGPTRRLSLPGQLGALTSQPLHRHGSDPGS
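U2OS cells were transduced with wild-type KCNH2 virus (2.03 x 10^8 / mL) for 4 h at room temperature, then cultured overnight at 37 C. Thallium flux was read with FluxOr dye. Rate constants were normalized to DMSO controls.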
uPA generation: inhibitors of cell surface uPA generation | cell surface uPA generation assay, qHTS | Potency, µM (series often up to 38.3 µM), for the others: at the top dose activity change, negative = inhibition, hits mostly inhibitors | 330,000 compounds, 0.31% hits; active means well fitted inhibition curve with a large enough effect; inconclusive means small, poorly fitted or top-dose-only effect; inactive means no such curve, though single readings can be large or run the other way; tested in mouse RAW 264.7 cells; further: potency means the concentration at half of the fitted maximal effect; nearly all actives have a fitted effect of over 55% in size
Starred values were filed as active, the others as inactive; u = inconclusive; [ ] = dose if it differs, or a comment. On the % scale 0 is the no-effect control and ±100 the full control effect. The list is partial, so the mix of outcomes need not match the whole.

structure | Giardia kill | KCNH2 3.1 block | hERG WT inh | uPA generation
CN(CCc1ccccc1)C(=O)c1ccc(NC(=O)Cc2ccc(NC(=O)C3CCN(C(=O)C4CCCCC4)CC3)cc2)cc1 | 7 | 19 | -5 | -7%
O=C(O)c1ccccc1NC(=O)C(c1ccccc1)c1ccccc1 | 0 | -1 | 15 | 1%
O=C1NC[C@H](Cc2ccccc2)N(C[C@H]2CCCN2C[C@H](Cc2ccccc2)N2C[C@H](Cc3ccccc3)N(CCc3ccccc3)C(=O)C2=O)C1=O | 15 | 0 | -2 | u
Cc1ccccc1Oc1ccc2c(c1)[C@@H]1C[C@H](N(C)C(=O)Nc3cc(Cl)cc(Cl)c3)[C@H]([C@H](C)O)C(=O)N1CC2 | 5 | -4 | 2 | u
CCn1c2ccccc2c2nnc(SCN3C(=O)c4ccccc4C3=O)nc21 | 12 | 7 | -11 | 4%
CC/C(=C\c1ccc(Cl)cc1)c1ccncc1 | -14 | -11 | 34 | 5%
O=S1(=O)c2c(Oc3cccc4ccccc34)cccc2OC(COCc2ccccc2)CN1C1CCCC1 (centres undefined) | -17 | -20 | 16 | 18%
O=S(=O)(O)c1cccnc1SCc1ccccc1 | -5 | 10 | -7 | -12%
COc1ccc(C(=O)OCC(=O)Nc2cccc(S(=O)(=O)N3CCCCCC3)c2)cc1[N+](=O)[O-] | -12 | -41 | 14 | 4%
COC(=O)c1ccc2c(c1)NC(=O)C1CCCN21 (centres undefined) | 12 | 12 | 0 | 0%
Clc1ccc(CSc2ncnc3c2ncn3C2CCCCO2)cc1 (centres undefined) | 14 | -43 | -4 | 6%
COc1cccc(CNCc2cccc(OC)c2O)c1O | -11 | u | 100 | 1%

A run of entries from the list above, for reference:
structure | Giardia kill | KCNH2 3.1 block | hERG WT inh | uPA generation
Clc1ccc(CSc2ncnc3c2ncn3C2CCCCO2)cc1 (centres undefined) | 14 | -43 | -4 | 6%
COc1cccc(CNCc2cccc(OC)c2O)c1O | -11 | u | 100 | 1%

Other compounds:
structure | Giardia kill | KCNH2 3.1 block | hERG WT inh | uPA generation
CN(CC(=O)Nc1cccc(F)c1)C(=O)c1cn(-c2ccccc2)nc1-c1cccs1 | 6 | -10 | -3 | 0%
Cc1ccc(C)c(Oc2coc3cc(OC(=O)c4cccs4)ccc3c2=O)c1 | -5 | 1 | -4 | 3%
COc1cc(C(=O)C(=O)c2ccc(OC)c(OC)c2)ccc1O | 14 | -26 | 0 | 2%
COc1ccc(-c2nnc(N(C)C(=O)C3CCOC3)s2)cc1 (centres undefined) | 2 | -5 | -3 | -10%
Cc1ccc2c(O)c(Cc3ccccc3)c(=O)[nH]c2n1 | 6 | -3 | 6 | -1%
CC(C)C[C@H]1CN([C@@H](Cc2ccc(O)cc2)CN2CCC[C@@H]2CN2C(=O)C(=O)NC[C@@H]2Cc2ccccc2)C(=O)C(=O)N1CC1CCCCCC1 | 31[activator] | 3 | -6 | -5%
CNC(=S)NN=C(C)c1ccc(OC)cc1O | -15 | 3 | -3 | -4%
O=C(C(=NNc1ccccc1)c1ccccc1)c1ccccc1 | 1 | -18 | 0 | 3%
Cc1[nH]c(=O)[nH]c(=S)c1C(=O)Nc1ccc(Cl)c(Cl)c1 | -22 | -24 | -5 | 14%
O=c1[nH]snc1-c1c(Cl)cccc1Cl | 4 | -7 | -3 | 6%
CC1=NN(c2ccccc2)C(c2ccco2)C1 (centres undefined) | 13 | 3 | 3 | -9%
CCN1CCn2c3c(c4cc(Br)ccc42)CCCC31 (centres undefined) | 10 | -28 | -9 | 2%
CC(=NNc1nc2ccccc2o1)c1ncccn1 | -1 | -50 | 35 | -8%
Cc1ccc(C(C)C)c(OCCOCCN2CCNCC2)c1 | -19 | -28 | -3 | -7%
Cc1ccccc1C(=O)NCCCNC(=O)c1ccccc1C | -7 | -9 | 10 | -1%
CC(C)(C)C1CCC(CN2CCC(CN3C(=O)C(=O)NC[C@@H]3Cc3ccccc3)CC2)CC1 (some centres undefined) | -3 | -3 | 15 | 17%
O=C(CN1CCN(S(=O)(=O)c2ccc(Br)s2)CC1)NC1CCCCC1 | -15 | -3 | 0 | -6%
Cc1c(NC(=O)CSc2nnc(C(C)N(C)C)n2-c2ccccc2)c(=O)n(-c2ccccc2)n1C (centres undefined) | -12 | 1 | 1 | -3%
COc1cc(OC)cc(C(=O)N2CCN(C3CCC(C)CC3)CC2)c1 (centres undefined) | -13 | 1 | 3 | -4%
COc1ccc(CNCCS(=O)(=O)NC2CCCCC2)cc1 | 21 | 16 | -6 | 3%
Cc1c(C)[n+](=O)c(C)c(C)n1[O-] | 7 | 8 | -11 | 4%
CCCCCCCCNS(=O)(=O)CCNCCCC | -5 | 7 | -11 | 16%
Cc1cc2ccccc2nc1-c1ccccc1F | 5 | 8 | 0 | 4%
NC(=O)C(CCCCN1CCCCC1)(c1ccccc1)c1ccccc1 | -4 | -15 | -49 | 5%
CN1OC[C@@H]2CN(Cc3cc(Cl)cc(Cl)c3)[C@H](c3cccc(Oc4ccccc4)c3)C[C@@H]21 | 13 | -6 | -15 | -16%
O=C(c1ccco1)N1CCN(C(=O)c2ccc(COc3ccc(Cl)cc3Cl)o2)CC1 | 4 | -25 | -8 | -1%
CCOC(=O)C(CC)(CC)C(=O)/C=C/c1cccc(Br)c1 | -10 | -4 | -9 | -9%
Nc1ccc2c(c1)Cc1cc(N)c(Cl)cc1-2 | 2 | -13 | -15 | -8%
Cc1ccc(NC(=O)CN2CCN(C(=O)c3ccco3)CC2)cc1S(=O)(=O)N(C)C | 5 | 0 | 38 | -5%
C[C@H]1[C@@H](c2ccccc2)Oc2ccc(Cl)cc2S(=O)(=O)N1Cc1ccc(F)cc1F | -26 | -41 | 2 | 1%
CCC(C)c1ccc(S(=O)(=O)N2CCN(C(=O)c3ccc(Cl)c(S(=O)(=O)N4CCOCC4)c3)CC2)cc1 (centres undefined) | 0 | -25 | 4 | u
CCOC(=O)C[C@H]1c2ccc(C(F)(F)F)cc2S(=O)(=O)N1C(C)(C)C | 5 | 6 | -3 | 10%
CCN=C(NCC)SC1CC(=O)N(CCc2ccccc2)C1=O (centres undefined) | 37[activator] | 5 | 1 | 6%
CCOCCN1CCN(C2c3ccccc3CSc3ccccc32)CC1 (centres undefined) | -1 | -35 | -2 | -2%
O=C(/C=C/c1ccccc1)CC(=O)c1ccccc1 | -3 | -86* | 2 | 2%
O=C(Cc1ccc(NC(=O)C2CCN(C(=O)C3CCCC3)CC2)cc1)Nc1cccc(C(=O)N2CCCCC2)c1 | 1 | 9 | 6 | 19%
CC(C)C[C@@H](CN)NC(=O)c1nc[nH]c1C(=O)N[C@@H](CC(C)C)C(=O)CNC[C@H](C)NC(=O)c1nc[nH]c1C(=O)N[C@@H](C)C(=O)O | -5 | 5 | -10 | -2%
Nc1nc(SCc2ccccc2)c2ncn(C3CCCCC3)c2n1 | 7 | -3 | -3 | 3%
COc1ccc(NS(=O)(=O)N2CCCCC2)cc1 | 16 | 19 | 1 | -2%
COc1ccc(-c2c(-c3ccsc3)oc3ccc(N4CCOCC4)cc23)cc1 | 1 | -6 | -6 | 12%
CC(=O)Nc1ccc(Nc2nc3ccccc3nc2NS(=O)(=O)c2ccc(Cl)c([N+](=O)[O-])c2)cc1 | -15 | -8 | -1 | 3%
COc1ccccc1C(=O)NCCCCNC(=O)c1ccccc1OC | 5 | 0 | 1 | 13%
C=CCSc1nc2sc3c(c2c(=O)[nH]1)CC(C)(C)OC3 | -18 | 3 | -3 | 1%
O=C(NNC(=O)c1ccc(Cl)c(Cl)c1)c1ccncc1 | 16 | 9 | 0 | -2%
Cc1cn(CC(=O)NCC(C)c2ccccc2)c(=O)[nH]c1=O (centres undefined) | -23 | -4 | 4 | 13%
O=C1c2cccc(Cl)c2C(=O)N1c1ccccn1 | 12 | -3 | 25 | -2%
O=C(NC1CCCCCCC1)c1ccc(Br)cc1 | 0 | -5 | -14 | -3%
Cc1nn(C)c(C)c1NC(=O)CSc1nc(Cc2ccccc2)nc2c1cnn2-c1ccccc1 | 14 | 2 | 6 | -1%
OCC1OC(c2ccccc2)OC2COC(c3ccccc3)OC12 (centres undefined) | -14 | 15 | 4 | -1%
Cc1cccc[n+]1CC(=O)c1ccc(Cl)cc1 | 3 | 13 | -6 | -4%
CCOC(=O)c1sc(N)nc1C(F)(F)F | -9 | -15 | -7 | -1%
CCC(=O)c1cc(Br)ccc1OCC(=O)N1CCN(S(=O)(=O)c2ccccc2)CC1 | 14 | -16 | 5 | 7%
c1ccc2oc(-c3nn4c(Cn5cnc6ccccc65)nnc4s3)cc2c1 | 55[activator] | -2 | -1 | 1%
CCN(CC)CCCN1C(=O)C(O)=C(C(=O)c2ccco2)C1c1ccc(C)o1 (centres undefined) | -12 | -1 | -12 | -4%
Nc1c(N(Cc2ccco2)C(=O)COc2ccc(Cl)cc2)c(=O)[nH]c(=O)n1Cc1ccccc1 | -6 | -13 | 7 | 7%
NS(=O)(=O)c1cnccc1Oc1cccc(Cl)c1 | -3 | -9 | -7 | 2%
COC1=CC(=O)OC(c2ccco2)C1 (centres undefined) | 2 | -17 | -3 | 2%
O=C(O)c1ccccc1C=NN=C1c2ccccc2-c2ccccc21 | 15 | -7 | u | -7%
CC1CCCC=CC2CC(OC(=O)CN(C)C)CC2C(O)C=CC(=O)O1 (centres undefined) | 4 | 2 | -7 | -9%
CCOc1ccc(NS(=O)(=O)c2ccc(C(=O)N(C)CC(=O)Nc3ccccc3Br)cc2)cc1 | 4 | -5 | -14 | 6%

(list continues)
structure | Giardia kill | KCNH2 3.1 block | hERG WT inh | uPA generation
O=[N+]([O-])c1cccc(C([O-])=C(C(=S)Nc2cccc3ccccc23)[n+]2ccccc2)c1 | -3 | 6 | 2 | -1%
COc1cc(OC)cc(C(=O)NCC(C)NC(=O)c2cc(OC)cc(OC)c2)c1 (centres undefined) | -4 | 3 | -8 | -1%
Nc1ccc2nc(N)sc2c1 | -11 | 10 | 2 | -4%
C=CCN(c1ccccc1OC)S(=O)(=O)c1cccc(C(=O)NCC(c2ccc(OC)cc2)N2CCCC2)c1 (centres undefined) | -6 | 1 | 23 | -8%
CCOC(=O)CCCCCCCCC(=O)Nc1ccc(-n2[nH]c(=O)cc2C)cc1 | -24 | -17 | 29 | 5%
COc1ccc(-c2oc3ccc(-c4ccc5c(c4)OCO5)cc3c2-c2ccc(OC)nc2)cc1 | 6 | -3 | -4 | 6%
COc1nc(N)nc(NC(=O)c2cccs2)c1N=O | 4 | 6 | 2 | -5%
Cc1nn(-c2ccccc2)c(C)c1C(=O)OCC(O)=C(C#N)c1nc2ccccc2[nH]1 | -7 | 9 | 0 | 2%
O=C(Oc1nsnc1N1CCOCC1)N1CCCC1 | 9 | 7 | -19 | 0%
CC(C)N1CCC(=O)NC1=O | 4 | -6 | 10 | 0%
CN1CC[C@@]2([C@@]34CCN(C)C3Nc3ccccc34)c3ccccc3NC12 (some centres undefined) | 10 | -4 | 1 | 10%
O=P(Cc1ccccc1)(Cc1ccccc1)c1ccccc1 | -2 | 11 | 5 | -6%
CCOC(=O)C1CCCN(C(=O)C2CCN(Cc3nc(-c4ccc(Cl)cc4)oc3C)CC2)C1 (centres undefined) | -4 | -39 | -2 | -3%
O=C(Nc1cccc(C2=NCCN2)c1)Nc1cccc(C2=NCCN2)c1 | 2 | 23 | -10 | 31%[activator]
CCN(C(=O)COC(=O)CNC(=O)c1cccs1)c1c(N)n(Cc2ccccc2)c(=O)[nH]c1=O | -9 | 19 | -6 | 8%
CN(C)CCC(C(=O)c1ccccc1)c1ccncc1 (centres undefined) | 5 | 14 | 4 | 3%
O=S(c1ccccc1)c1ccccc1 | -14 | -35 | -9 | 0%
COCOc1ccc(-c2cc(=O)c3c(OCOC)cc(OCOC)cc3o2)cc1 | -5 | 2 | 4 | u
Nc1nnc(SCC(=O)N2CCN(c3cccc(Cl)c3)CC2)n1-c1ccccc1 | -26 | -15 | 3 | 2%
O=C(NC(=O)c1ccc(Cl)cc1)Nc1cc(N2CCCCC2)ncn1 | -6 | -5 | -1 | -7%
CCOC(=O)C1=C(C)N(CCCC(=O)O)C(=O)NC1c1ccccc1Cl (centres undefined) | 42[activator] | 4 | 20 | 10%
COC(=O)Oc1c(Br)c(=O)oc2ccccc12 | -3 | -11 | -12 | -2%
